Screening data from PubChem.
Spn PMK inh: inhibitors of Streptococcus pneumoniae phosphomevalonate kinase. purified PMK, PK/LDH-coupled NADH absorbance 340 nm. inhibition, % at 10 µM. 65,000 compounds, 0.49% hits;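 active = top-ranked compounds by inhibition in the single 10 µM screen, taking a fixed number of the strongest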;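 note: 0% = full reaction with DMSO carrier and 100% = background rate without enzyme reaction; no value below 0 was filed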
HT1080 viability: HT1080 cell viability loss – fluorescence readout (AID 620); one-dose cytotoxicity, % at 10 µM; EC50 in µM for titrated hits; HT1080 viability, fluorescence; higher % means a stronger effect; 87,000 compounds, 0.42% hits;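 note: cells exposed to compound overnight then 4 h with Alamar Blue; 0% = vehicle DMSO and 100% = killing control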
MK inhibit: blocks S. pneumoniae mevalonate kinase | purified MK, PK/LDH-coupled NADH absorbance 340 nm | inhibition, % at 10 µM | 65,000 compounds, 0.48% hits | AID 555;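 active = ranked among the strongest by inhibition in the single 10 µM screen, a fixed top-ranked set picked for dose follow-up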; note: no value below 0 was filed
HPDE-C7K KRASV12: viability loss of HPDE-C7K cells – cell-based, fluorescence, HTS, primary screen (AID 431) | HPDE-C7K KRASV12 cells, Alamar Blue viability, 48 h; higher % means a stronger effect | one-dose cytotoxicity, % at 10 µM; EC50 in µM for titrated hits | 63,000 compounds, 1.7% hits;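 active = compounds whose percent cytotoxicity in the single-dose primary screen, scaled between solvent and toxic-drug controls, exceeds 50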;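 note: 0% = DMSO solvent wells and 100% = doxorubicin-treated wells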
DPM-DC inhibit: inhibitors of Streptococcus pneumoniae diphosphomevalonate decarboxylase | 65,000 compounds, 0.49% hits | purified DPM-DC, PK/LDH coupled NADH fluorescence | calls only at 10 µM;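 active = the 320 compounds with the highest percent inhibition in the single-dose primary screen, excluding strongly autofluorescent ones, cut at about 32% in these data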;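 note: kinetic rate of NADH fluorescence loss reporting ADP formed by the decarboxylase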
LYP phosphatase: LYP phosphatase inhibitors, primary screen, biochemical, DiFMUP fluorescence, recombinant catalytic domain, 10 µM (AID 606); inhibition, % at 10 µM; hits with a dose series show IC50 in µM; recombinant LYP catalytic domain, DiFMUP fluorescence; higher % means a stronger effect; 52,000 tested, under 10 active;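 active = IC50 under 40 µM in the dose-response test; inactive = IC50 of 40 µM or more, or never dose-tested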
Bfl-1 displacement: displacement of Bid BH3 peptide from Bfl-1 – biochemical, fluorescence polarization, FITC-Bid, mouse, primary screen (AID 432); 64,000 compounds, 0.02% hits; FITC-Bid BH3 peptide fluorescence polarization displacement; higher % means a stronger effect; one-dose displacement, % at 20 µM; IC50 in µM for titrated hits; in the data active = a potency from the dose series; inactive = the rest, 99 in 100 with displacement below about 15%; note: strong numbers were not always called active
Alkaline phosphatase: human TNAP enzyme inhibitors, biochemical, luminescent (AID 518); purified TNAP enzyme, luminescent substrate readout; higher % means a stronger effect; inhibition, % at 20 µM; hits with a dose series show IC50 in µM; 64,000 compounds, 0.09% hits; in the data active = a potency from the dose series; inactive = the rest, 99 in 100 with inhibition below about 22%;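 note: plate controls were vehicle for no effect and reference inhibitor for full effect; many of its hits are not listed in these tables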
HPDE-C7 viability: cytotoxicity in HPDE-C7 cells, cell-based, fluorescence, HTS (AID 430) | 63,000 compounds, 1.8% hits | one-dose cytotoxicity, % at 10 µM; EC50 in µM for titrated hits | HPDE-C7 pancreatic duct cells viability, fluorescence; higher % means a stronger effect;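 note: cells exposed to compound for 48 hours before viability readout; 0% = vehicle and 100% = reference cytotoxic drug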
Spn PMK inh pilot replicates: second read-out of Spn PMK inh, no call of its own (marks repeat the call); inhibition, %; measured here: pilot screen replicates
MK inhibit pilot replicates: also measured in MK inhibit; calls as there; inhibition, %; measured here: pilot screen replicates
DPM-DC inhibit pilot screen %: also measured in DPM-DC inhibit; calls as there; inhibition, %; measured here: pilot screen trials
Active calls of the source: *. Cut-off read from the data, not from the text of the source, unless noted: active = cytotoxicity above about 50%; inactive = the rest. No enrichment for hits; 3.6% or so of the library scored in one or more.

`CCN(CC)S(=O)(=O)c1ccc(C(=O)NCC(c2cccs2)N2CCOCC2)cc1` (stereo unspecified) gave Spn PMK inh 0, HT1080 viability -5%, MK inhibit 12, HPDE-C7K KRASV12 -7%, DPM-DC inhibit inactive, Bfl-1 displacement -2%, Alkaline phosphatase 11% and HPDE-C7 viability -10%.
Screening CCOC(=O)c1[nH]c(C)c(CN(CCc2ccccc2)C(=O)CCC(=O)O)c1C returned Spn PMK inh 8, HT1080 viability -3%, MK inhibit 0, HPDE-C7K KRASV12 9%, DPM-DC inhibit inactive, LYP phosphatase 4%, Bfl-1 displacement -3%, Alkaline phosphatase 7% and HPDE-C7 viability -6%.
O=C(NCc1ccc2c(c1)OCO2)c1cc2ncc(Br)cn2n1 was read as Spn PMK inh 11, HT1080 viability 7%, MK inhibit 9, HPDE-C7K KRASV12 0%, DPM-DC inhibit inactive, LYP phosphatase 11%, Bfl-1 displacement -1%, Alkaline phosphatase 8% and HPDE-C7 viability 7%.
Screening CCCn1c(SCC(=O)Nc2nnc(C(C)C)s2)nc2c1c(=O)n(C)c(=O)n2C returned Spn PMK inh 1, HT1080 viability 11%, MK inhibit 1, HPDE-C7K KRASV12 -12%, DPM-DC inhibit inactive, Bfl-1 displacement -4%, Alkaline phosphatase 6% and HPDE-C7 viability -13%.
CCN(CC)CCCN1C(=O)C(O)=C(C(=O)c2ccc(C)o2)C1c1ccco1 (stereo unspecified) was read as Spn PMK inh 0, HT1080 viability 2%, MK inhibit 8, HPDE-C7K KRASV12 -7%, DPM-DC inhibit inactive, LYP phosphatase 7%, Bfl-1 displacement 6%, Alkaline phosphatase -3% and HPDE-C7 viability -14%.
O=C(O)C1CC(=O)N(CCOc2ccccc2)C1 (stereo unspecified) was read as Spn PMK inh 8, HT1080 viability 3%, MK inhibit 4, HPDE-C7K KRASV12 -12%, DPM-DC inhibit inactive, LYP phosphatase 1%, Bfl-1 displacement -1%, Alkaline phosphatase 18%, HPDE-C7 viability -46%, Spn PMK inh pilot replicates 1.5, MK inhibit pilot replicates 0.0 and DPM-DC inhibit pilot screen % 0.0.
Screening Fc1ccc(C2CC(c3ccco3)n3ncnc3N2)cc1 (stereo unspecified) returned Spn PMK inh 0, HT1080 viability 4%, MK inhibit 14, HPDE-C7K KRASV12 -2%, DPM-DC inhibit inactive, LYP phosphatase 2%, Bfl-1 displacement -3%, Alkaline phosphatase 8% and HPDE-C7 viability 2%.
Screening COc1ccc(NC(=O)Cn2c(=O)sc3ccccc32)c(OC)c1 returned Spn PMK inh 0, HT1080 viability 1%, MK inhibit 11, HPDE-C7K KRASV12 -2%, DPM-DC inhibit inactive, LYP phosphatase 8%, Bfl-1 displacement 5%, Alkaline phosphatase 6% and HPDE-C7 viability -4%.
Screening COCC(=O)c1[nH]c2ccccc2c1C returned Spn PMK inh 4, HT1080 viability 3%, MK inhibit 7, HPDE-C7K KRASV12 -21%, DPM-DC inhibit inactive, LYP phosphatase 6%, Bfl-1 displacement 2%, Alkaline phosphatase 0% and HPDE-C7 viability -17%.
CSc1nnc(NC(=O)c2ccc(C)c(S(=O)(=O)N3CCOCC3)c2)s1 was read as Spn PMK inh 8, HT1080 viability 4%, MK inhibit 13, HPDE-C7K KRASV12 -21%, DPM-DC inhibit inactive, Bfl-1 displacement 3%, Alkaline phosphatase 6% and HPDE-C7 viability -21%.
COc1ccc(CN2CC(C(=O)NCc3ccccn3)CC2=O)cc1 (stereo unspecified) was read as Spn PMK inh 13, HT1080 viability 0%, MK inhibit 0, HPDE-C7K KRASV12 -8%, DPM-DC inhibit inactive, LYP phosphatase 6%, Bfl-1 displacement -2%, Alkaline phosphatase 11%, HPDE-C7 viability -20%, Spn PMK inh pilot replicates 0.0, MK inhibit pilot replicates 0.0 and DPM-DC inhibit pilot screen % 2.0.
For Cc1[nH]c(=O)[nH]c(=O)c1S(=O)(=O)NCCc1ccc(S(N)(=O)=O)cc1 the results were Spn PMK inh 20, HT1080 viability 2%, MK inhibit 2, DPM-DC inhibit inactive and LYP phosphatase 6%.
COc1ccc(N2C(=O)CSC2c2ccc3c(c2)OCO3)c(OC)c1 (stereo unspecified) was read as Spn PMK inh 19, HT1080 viability -1%, MK inhibit 19, HPDE-C7K KRASV12 8%, DPM-DC inhibit inactive, Bfl-1 displacement -8%, Alkaline phosphatase 8% and HPDE-C7 viability -2%.
`O=C(Oc1cccc2c(=O)[nH]ccc12)c1ccccc1` gave Spn PMK inh 14, HT1080 viability -1%, MK inhibit 9, HPDE-C7K KRASV12 3%, DPM-DC inhibit inactive, LYP phosphatase -10%, Bfl-1 displacement -4%, Alkaline phosphatase 10% and HPDE-C7 viability 2%.
Screening Cc1cc(C)c(S(=O)(=O)Nc2ccc(O)cc2)c(C)c1 returned Spn PMK inh 4, HT1080 viability 17%, MK inhibit 8, HPDE-C7K KRASV12 1%, DPM-DC inhibit inactive, LYP phosphatase 6%, Bfl-1 displacement -5%, Alkaline phosphatase 5% and HPDE-C7 viability 0%.
For O=C(CN(Cc1ccc(F)cc1)C(=O)c1ccco1)NCc1ccc(F)cc1 the results were Spn PMK inh 11, HT1080 viability -5%, MK inhibit 1, HPDE-C7K KRASV12 -20%, DPM-DC inhibit inactive, LYP phosphatase 2%, Bfl-1 displacement 4%, Alkaline phosphatase 12%, HPDE-C7 viability -28%, Spn PMK inh pilot replicates 2.0, MK inhibit pilot replicates 0.0 and DPM-DC inhibit pilot screen % 0.0.
Cc1csc(NC(=O)c2sc3nc(-c4cccs4)ccc3c2N)n1 was read as Spn PMK inh 0, HT1080 viability -4%, MK inhibit 1, HPDE-C7K KRASV12 72%*, LYP phosphatase 22%, Bfl-1 displacement -44%, Alkaline phosphatase 20%, HPDE-C7 viability 60%*, Spn PMK inh pilot replicates 4.5 and MK inhibit pilot replicates 0.0.
For COc1ccccc1N1CCN(C(=O)c2cn(-c3ccccc3)nc2-c2cccnc2)CC1 the results were Spn PMK inh 8, HT1080 viability -10%, MK inhibit 3, HPDE-C7K KRASV12 11%, DPM-DC inhibit inactive, Bfl-1 displacement -11%, Alkaline phosphatase 3% and HPDE-C7 viability 15%.
`O=C(Nc1cccnc1)C1OCCc2ccccc21` (stereo unspecified) gave Spn PMK inh 11, HT1080 viability 0%, MK inhibit 8, HPDE-C7K KRASV12 -6%, DPM-DC inhibit inactive, LYP phosphatase 3%, Bfl-1 displacement -9%, Alkaline phosphatase 20% and HPDE-C7 viability 2%.
CCCCOc1cc(C)nc(NCc2ccccc2)n1 was read as Spn PMK inh 9, HT1080 viability 10%, MK inhibit 9, HPDE-C7K KRASV12 -12%, DPM-DC inhibit inactive, Bfl-1 displacement 0%, Alkaline phosphatase 6% and HPDE-C7 viability -31%.
COc1cccc(-n2c(SCC(=O)NC(C)(C)C)nnc2-c2ccoc2C)c1 was read as Spn PMK inh 14, HT1080 viability 16%, MK inhibit 2, HPDE-C7K KRASV12 -2%, DPM-DC inhibit inactive, LYP phosphatase 0%, Bfl-1 displacement 5%, Alkaline phosphatase -2% and HPDE-C7 viability 2%.
Screening CCCCCSc1nc(O)cc(=O)[nH]1 returned Spn PMK inh 5, HT1080 viability 13%, MK inhibit 0, HPDE-C7K KRASV12 -11%, DPM-DC inhibit inactive, LYP phosphatase 9%, Bfl-1 displacement -2%, Alkaline phosphatase 9% and HPDE-C7 viability 5%.
O=C(COc1c(F)c(F)cc(F)c1F)NC(=O)NC1CCCC1 was read as Spn PMK inh 13, HT1080 viability 3%, MK inhibit 2, HPDE-C7K KRASV12 -11%, DPM-DC inhibit inactive, Bfl-1 displacement -1%, Alkaline phosphatase 5% and HPDE-C7 viability -6%.
Screening COc1ccccc1N=c1scc(-c2ccc3c(c2)NC(=O)CO3)n1CC1CCCO1 (stereo unspecified) returned Spn PMK inh 6, HT1080 viability 4%, MK inhibit 0, HPDE-C7K KRASV12 12%, DPM-DC inhibit inactive, LYP phosphatase 2%, Bfl-1 displacement 3%, Alkaline phosphatase 8% and HPDE-C7 viability 13%.
For COc1ccc(CCNC(=O)COC(=O)c2ccco2)cc1OC the results were Spn PMK inh 9, HT1080 viability 12%, MK inhibit 7, HPDE-C7K KRASV12 -15%, DPM-DC inhibit inactive, LYP phosphatase 3%, Bfl-1 displacement 5%, Alkaline phosphatase 2% and HPDE-C7 viability -13%.
For CN(C=O)CP(=O)(O)CCN1CCCC1=O the results were Spn PMK inh 8, HT1080 viability 5%, MK inhibit 8, HPDE-C7K KRASV12 -5%, DPM-DC inhibit inactive, LYP phosphatase 6%, Bfl-1 displacement -5%, Alkaline phosphatase 4%, HPDE-C7 viability -30%, Spn PMK inh pilot replicates 3.5, MK inhibit pilot replicates 0.0 and DPM-DC inhibit pilot screen % 3.0.
`Cc1ccc(-c2nc(C#N)c(NCc3ccco3)o2)cc1` gave Spn PMK inh 18, HT1080 viability 1%, MK inhibit 2, HPDE-C7K KRASV12 -19%, Bfl-1 displacement -12%, Alkaline phosphatase 6% and HPDE-C7 viability -10%.
For CCC(c1nnnn1Cc1ccc(F)cc1)N1CCN(C2CCCCC2)CC1 (stereo unspecified) the results were Spn PMK inh 23, HT1080 viability -6%, MK inhibit 0, HPDE-C7K KRASV12 11%, DPM-DC inhibit inactive, LYP phosphatase 1%, Bfl-1 displacement -4%, Alkaline phosphatase 4% and HPDE-C7 viability 13%.
For c1cn2cc(CSC3CCCCC3)nc2s1 the results were Spn PMK inh 11, HT1080 viability 11%, MK inhibit 0, HPDE-C7K KRASV12 1%, DPM-DC inhibit inactive, LYP phosphatase 10%, Bfl-1 displacement 1%, Alkaline phosphatase 14%, HPDE-C7 viability 4%, Spn PMK inh pilot replicates 2.0, MK inhibit pilot replicates 0.0 and DPM-DC inhibit pilot screen % 0.0.
O=C1c2ccccc2C(=O)C1c1ccc2ccccc2n1 was read as Spn PMK inh 0, HT1080 viability -6%, MK inhibit 0, HPDE-C7K KRASV12 6%, DPM-DC inhibit inactive, LYP phosphatase 7%, Bfl-1 displacement -12%, Alkaline phosphatase 18% and HPDE-C7 viability -7%.
`CCn1ncc(NC(=O)Nc2cccc(C(F)(F)F)c2)c1C(N)=O` gave Spn PMK inh 6, HT1080 viability -2%, MK inhibit 9, HPDE-C7K KRASV12 -10%, DPM-DC inhibit inactive, LYP phosphatase 7%, Bfl-1 displacement -4%, Alkaline phosphatase 6% and HPDE-C7 viability 5%.
CCOC(=O)Cn1c(-c2ccccn2)nc2ccccc21 was read as Spn PMK inh 0, HT1080 viability 2%, MK inhibit 7, HPDE-C7K KRASV12 1%, DPM-DC inhibit inactive, LYP phosphatase 15%, Bfl-1 displacement 5%, Alkaline phosphatase 9% and HPDE-C7 viability -15%.
